DUSP3 inh = VHR1 (DUSP3) phosphatase inhibition; recombinant VHR phosphatase, colorimetric substrate read-out; inhibition, % at 20 µM; hit rate 0.7% among 50,000; AID 1992; in the data active = inhibition above about 60%; also: some results filed as inactive read as strong as hits
Target sequence (P51452 whole entry, looked up): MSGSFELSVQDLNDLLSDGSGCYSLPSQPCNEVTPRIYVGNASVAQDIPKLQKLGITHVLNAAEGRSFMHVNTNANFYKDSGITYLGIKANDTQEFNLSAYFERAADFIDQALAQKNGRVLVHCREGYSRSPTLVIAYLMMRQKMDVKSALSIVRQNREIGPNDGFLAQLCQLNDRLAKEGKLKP
Starred values were filed as active, the others as inactive. Not all compounds are listed; the hit share may differ from the screen's.

SMILES	DUSP3 inh
O=C(c1nn2c(C(F)(F)F)cc(-c3ccccc3)nc2c1Br)N1CCCCC1	-1
CCCC(=O)c1c(Nc2ccccc2)cc(C)oc1=O	-4
COc1ccc(/C=N/NC(=O)CCNc2n[nH]c(=O)[nH]c2=O)c(OC)c1	-12
Brc1ccc(C2=CSC3=NCCN23)cc1	2
O=C1C(=O)N(Cc2ccc3c(c2)OCO3)c2ccccc21	-11
COC(=O)C1=C(C)N=c2s/c(=C\c3c(F)cccc3Cl)c(=O)n2C1c1ccccc1 (stereo unspecified)	-13
O=C(NC1CCCCC1)C1CN(S(=O)(=O)c2ccccc2)CCN1S(=O)(=O)c1ccccc1 (stereo unspecified)	-54
O=C(/C=C/c1ccccc1)NC(c1ccccc1)c1ccccc1	-24
O=C(O)c1ccc(NC2=NS(=O)(=O)c3ccccc32)cc1	3
Cn1c(O)c(N=NC(=O)COc2ccc3ccccc3c2)c2ccccc21	11
CCCn1c(/N=C(\C)c2cc(Cl)ccc2O)nc2ccccc21	103
O=[N+]([O-])c1cc(C(F)(F)F)ccc1N1CCN(S(=O)(=O)c2ccc(Cl)cc2)CC1	-8
COC(=O)c1cc(C(=O)Nc2ccc(OC)cc2OC)cc([N+](=O)[O-])c1	6
Clc1cccc(CNCc2ccc3c(c2)OCO3)c1	-2
CC1=CC(C)(C)Nc2ccc(OC(=O)COc3ccccc3Cl)cc21	-18
CCOc1cc(C=C2C(=O)NC(=S)NC2=O)ccc1OCCOc1ccccc1C	-11
CC1CCN(C(=O)c2cc3nc(-c4ccccc4)cc(C(F)(F)F)n3n2)CC1	-29
COc1ccc(CNC(=O)c2cnn3c2NC(c2ccco2)CC3C(F)(F)F)cc1 (stereo unspecified)	1
CCCN1C(=O)C(O)(C2COC(C)(C)CC2=O)c2ccccc21 (stereo unspecified)	-17
O=C(CCC1CCCC1)Nc1ccc2c(c1)oc1ccccc12	-14
CCCP(=O)(CCC)CCP(=O)(c1ccccc1)c1ccccc1	-4
O=c1/c(=C/c2ccc(O)c(Cl)c2)sc2nc3ccccc3n12	-13
N=C1S/C(=C\c2ccc(-c3ccccc3[N+](=O)[O-])o2)C(=O)N1c1ccc2c(c1)OCO2	-1
CCOC(=O)C1=C(C)N=c2s/c(=C3\C(=O)N(CC(N)=O)c4ccccc43)c(=O)n2C1c1ccccc1 (stereo unspecified)	61
CCOc1cc(C2Nc3ccccc3C(=O)N2Cc2ccccc2)ccc1O (stereo unspecified)	-13
SMILES	DUSP3 inh
COc1ccc(CC(=O)Nc2ccccc2F)cc1OC	-17
O=[N+]([O-])c1ccc2nc(N3CCOCC3)sc2c1	-7
COc1ccccc1NC(=O)c1ccc(OC)c([N+](=O)[O-])c1	-16
O=C(Nc1ccc(N2CCOCC2)cc1)c1ccc(Br)o1	-7
CCOC(=O)c1ccccc1NC(=O)c1cncc(Br)c1	10
COc1cc(C(=O)N/C(=C/c2ccc(Br)cc2)C(=O)NC(Cc2ccccc2)C(=O)O)cc(OC)c1OC (stereo unspecified)	-10
CN1C(=O)/C(=C\c2ccc([N+](=O)[O-])o2)SC1=S	-4
CC(=O)Nc1ccccc1NC(=O)c1ccc(I)cc1	-6
O=C(NC(=S)Nc1ccc([N+](=O)[O-])cc1O)C12CC3CC(CC(C3)C1)C2	3
CCn1c(-c2ccccc2C)n[nH]c1=S	3
Cc1ccc(N=Cc2c(O)n(-c3ccccc3C)c(=O)[nH]c2=O)cc1	-13
O=C(Nc1ccc(NC(=O)c2ccc(Cl)cc2Cl)cc1)c1ccccc1	-7
N/C(=N\OC(=O)c1ccccc1F)c1cccnc1	9
COc1ccc(C2CC(=O)C3=C(C2)Nc2ccccc2NC3c2ccc(C)c([N+](=O)[O-])c2)cc1OC (stereo unspecified)	8
O=C1/C(=C\c2ccc3c(c2)OCO3)SC(=S)N1C1CCS(=O)(=O)C1 (stereo unspecified)	-5
Cc1ccc(-c2cc(CC(C)C)nc(N)c2C#N)cc1	-17
COc1cc(/C=N\NC(=O)c2cccc3ccccc23)ccc1O	0
Cc1cc(C)cc(N2C(=O)NC(=O)/C(=C\c3ccc(I)o3)C2=O)c1	-12
COc1ccc(C(=O)NC(=S)Nc2ccc(S(=O)(=O)N=C(N)N)cc2)cc1	-46
O=S(=O)(Nc1cccc(-c2nc3cc(Cl)ccc3o2)c1)c1ccccc1	-13
CC(C)C(=O)Nc1ccc2oc(-c3ccccc3Br)nc2c1	-11
Cc1cc(C)c(OCCCCN2CCC(C)CC2)c(C)c1	6
O=C(Nc1ccc(Cl)cc1Cl)C1C2C3CCC(C3)C12 (stereo unspecified)	11
CC(C)(CO)NCC(=O)NCCNc1ccc([N+](=O)[O-])cc1Cl	-10
COc1cccc(C2NC(=S)NC(C)=C2C(=O)Nc2ccccc2C)c1OC (stereo unspecified)	15

The closing 4 records of the part above are carried over, then new ones follow.
SMILES	DUSP3 inh
Cc1cc(C)c(OCCCCN2CCC(C)CC2)c(C)c1	6
O=C(Nc1ccc(Cl)cc1Cl)C1C2C3CCC(C3)C12 (stereo unspecified)	11
CC(C)(CO)NCC(=O)NCCNc1ccc([N+](=O)[O-])cc1Cl	-10
COc1cccc(C2NC(=S)NC(C)=C2C(=O)Nc2ccccc2C)c1OC (stereo unspecified)	15
COc1cccc2c(=O)c(CCC(=O)O)c(C)[nH]c12	-12
COc1cc(/C=C2\C(=O)N(c3ccc(S(N)(=O)=O)cc3)N=C2C)cc(Br)c1O	-11
O=C1c2ccccc2NC(c2ccc3c(c2)OCO3)N1Cc1ccco1 (stereo unspecified)	-8
Cc1cccc(-c2noc(-c3ccc(C)c([N+](=O)[O-])c3)n2)c1	1
COc1cccc(OCCNC(=O)c2ccc(C)cc2)c1	-3
O=C(NCC1CCN(C(=O)c2cccc(F)c2)CC1)c1cccc(F)c1	-41
O=C1C(Cl)=C(N2CCN(c3ccccc3)CC2)C(=O)N1c1ccc(Br)cc1	-10
O=C(Nc1cccc(Cl)c1)C1CC(=O)N(c2ccc(Br)cc2)C1 (stereo unspecified)	-5
Cc1ccc(N2NC(=O)/C(=C/c3ccc(-c4ccc5c(c4)COC5=O)o3)C2=O)cc1C	85*
C=CCOc1ccc(/C=C/C(=O)c2ccc(C)cc2)cc1	-4
O=C(NNc1nc(-c2ccccc2)c2cc(Br)ccc2n1)c1ccccc1Cl	2
Cc1cc(C)cc(N2C(=O)NC(=O)/C(=C\c3cccc(F)c3)C2=O)c1	3
Cc1ccccc1NC(=O)C(=O)NCc1ccccc1	2
COc1ccc(S(=O)(=O)N2CCN(C3CC4CCC3C4)CC2)cc1 (stereo unspecified)	16
Cc1cccc(C)c1NC(=O)c1ccc(CN2CCc3ccccc3C2)cc1	-6
CCCN(CCC)C(=O)Cc1ccc(Cl)cc1	-4
O=C1NC(=S)NC(=O)C1=Cc1ccc(O)c(Cl)c1	13
O=C(/C=C/c1ccccc1)NC(CCC(=O)OCc1ccccc1)C(=O)OCc1ccccc1 (stereo unspecified)	7
COCCCNC(=O)/C(=C/c1ccc(-c2ccc(Br)cc2)o1)NC(=O)c1ccccc1	87
Cn1c(=O)c(N)c2c3c(c(Br)ccc31)C(=O)c1ccccc1-2	-18
CC(=O)c1ccc(NC(=O)Cc2ccc(F)cc2)cc1	20
COc1cccc(/C=N/N2CCN(Cc3cccc4ccccc34)CC2)c1OC	-15
CCOC(=O)c1c(NC(=O)C2CC=CCC2C(=O)O)sc2c1CCC(C)C2 (stereo unspecified)	-20
COC(=O)c1sccc1NC(=O)c1c(-c2c(Cl)cccc2Cl)noc1C	2
NC(=O)c1c(NC(=O)c2ccccc2Cl)sc2c1CCC2	6

Single entries from the list:
COc1cc(/C=C2\C(=O)N(c3ccc(S(N)(=O)=O)cc3)N=C2C)cc(Br)c1O – DUSP3 inh: -11
COc1ccc(S(=O)(=O)N2CCN(C3CC4CCC3C4)CC2)cc1 (stereo unspecified) – DUSP3 inh: 16
C=CCOc1ccc(/C=C/C(=O)c2ccc(C)cc2)cc1 – DUSP3 inh: -4

New compounds follow:
SMILES	DUSP3 inh
Cc1ccccc1NC(=O)CSc1ccccc1	-1
CC(C)C(=O)Nc1ccc(Oc2ccc(Cl)cc2)cc1	6
CCOC(=O)c1c(NC(=S)NC(C)=O)sc2c1CCC2	1
NC(=O)c1ccccc1NC(=O)COc1ccc(Cl)cc1Br	-7
Cc1cc(=O)oc2c(C)c(O)c([N+](=O)[O-])cc12	2
CCc1ccc(N2C(=O)NC(=O)/C(=C\c3ccc(N4CCOCC4)o3)C2=O)cc1	12
Cc1ccc(N(CC(=O)O)S(=O)(=O)c2ccccc2)cc1Cl	4
Cc1cccc(NC(=O)C(=O)N/N=C/c2c(Cl)cccc2Cl)c1C	-90
COc1ccccc1NC(=O)c1cccnc1	0
COc1cc(/C=C2\C(=O)NC(=O)N(c3ccc(Cl)cc3)C2=O)cc(Cl)c1OC	8
CCN(CC)c1ccc(C(=O)NCc2ccccc2OC)cc1	5
CC(=O)Nc1ccccc1NC(=O)c1cccc(Cl)c1	5
COc1ccccc1C/C(N)=N/OC(=O)COc1ccc(Br)cc1	6
Cn1c2ccc(Br)cc2c2n[nH]c(=S)nc21	22
COc1cccc(CN2CCN(Cc3ccccn3)CC2)c1OC	5
Cc1cc(C)c(C(=O)/C(=C/c2ccc(Cl)cc2)c2ccccc2)c(=O)[nH]1	7
CCCCc1sc(-c2c(C#N)c(N)nc3c2CCCCC3)cc1[N+](=O)[O-]	-39
COc1c(Cl)cc(/C=C2/SC(=S)N(Cc3ccccc3)C2=O)cc1Cl	0
CC(C)CC(=O)N1CCN(Cc2ccco2)CC1	7
C=CCc1cc(/C=C2/C(=O)NC(=O)N(c3ccc(C(C)C)cc3)C2=O)cc(OC)c1O	63
Nc1c(Cl)cc2c(c1Oc1ccccc1)C(=O)c1ccccc1C2=O	-10
CCCCNC(=O)c1ccc(C(=O)NCCCC)cc1	7
Cc1ccc(-c2[nH]n3c(=O)cc(-c4ccc([N+](=O)[O-])cc4)nc3c2C)cc1	-8
Cc1ccc(NC(=O)c2ccc(Cl)cc2)cc1Cl	8
COc1ccc([N+](=O)[O-])cc1N1C(=O)C=CC1=O	21

Among those listed so far, these contain a COOH group:
SMILES	DUSP3 inh
O=C(O)c1ccc(NC2=NS(=O)(=O)c3ccccc32)cc1	3
COc1cc(C(=O)N/C(=C/c2ccc(Br)cc2)C(=O)NC(Cc2ccccc2)C(=O)O)cc(OC)c1OC (stereo unspecified)	-10
COc1cccc2c(=O)c(CCC(=O)O)c(C)[nH]c12	-12
CCOC(=O)c1c(NC(=O)C2CC=CCC2C(=O)O)sc2c1CCC(C)C2 (stereo unspecified)	-20
Cc1ccc(N(CC(=O)O)S(=O)(=O)c2ccccc2)cc1Cl	4

Additional results follow.
SMILES	DUSP3 inh
CN1CN=C2SC3(COC(c4cccc(Br)c4)OC3)C(=O)N2C1 (stereo unspecified)	-22
CC1(C)CC(=O)C2=C(C1)Nc1ccccc1N(C(=S)Nc1ccccc1)C2c1cccc([N+](=O)[O-])c1 (stereo unspecified)	10
Cc1ccc(N=Cc2c(O)c([N+](=O)[O-])cc3oc4c(c23)CCCC4)cc1C	-12
Cc1ccc(C(=O)NCCCNc2ccc([N+](=O)[O-])cc2)cc1	-19
COc1ccc(CC(=O)N2CCOCC2)cc1OC	-17
CCN(CC)c1ccc(NS(=O)(=O)c2ccc(Cl)cc2)cc1	-24
COc1ccc(C2CC(=O)C3=C(C2)Nc2ccccc2NC3c2cccc(C)c2)cc1 (stereo unspecified)	-19
CCN(CC)CCCOc1ccccc1Br	-10
CCOC(=O)c1cnc2cc(-c3ccco3)[nH]n2c1=O	-2
Cc1cc2oc(=O)cc(C)c2cc1[N+](=O)[O-]	-19
Cc1ccc(S(=O)(=O)N(Cc2ccccc2)c2ccccc2C(=O)NCc2ccco2)cc1	-28
CCOc1ccc(S(=O)(=O)Nc2cccnc2)c2ccccc12	27
CCCCCOC(=O)CSc1nnc(-c2ccc(Cl)cc2Cl)o1	-22
O=C(CSc1nnc2c(n1)[nH]c1ccccc12)NCCO	-6
CN(c1ccccc1)c1ccc(/C=C2/C(=O)ON=C2c2ccc([N+](=O)[O-])cc2)cc1	0
CCOc1ccc(N2C(=O)NC(=O)/C(=C/c3ccc(-c4cccc(C(=O)O)c4)o3)C2=O)cc1	109
COC(=O)c1ccc(/C=C2\SC(=Nc3ccc(Br)cc3)NC2=O)cc1	-2
O=C(O)c1cccc(N2C(=O)c3ccc(OCCOc4ccc5c(c4)C(=O)N(c4cccc(C(=O)O)c4)C5=O)cc3C2=O)c1	35
COc1ccc(-c2nc3ccccc3o2)cc1NC(=O)c1ccc(Br)o1	-2
Cc1[nH]nc(-c2ccccc2)c1Sc1ccc(Cl)cc1	14
CCN=C1SC(CC(=O)Nc2ccc(N3CCOCC3)cc2)C(=O)N1CC (stereo unspecified)	-18
OCCNCCCOc1ccc(F)cc1	2
Cc1ccc(CN2CCN(/N=C/c3ccc(Br)s3)CC2)cc1	-20
COc1cc(C(=O)Nc2c(C)cccc2C(=O)O)cc(OC)c1OC	4
O=C(N/N=C/c1ccc(Cl)c([N+](=O)[O-])c1)/C(=C\c1ccc2c(c1)OCO2)NC(=O)c1ccccc1	-4
SMILES	DUSP3 inh
O=[N+]([O-])c1ccc(C=Nc2ccc(Br)c(Cl)c2)s1	10
Cc1ccc(C)n1-c1cccc2cccnc12	22
CCC1=NN2C(=N)/C(=C/c3ccc(Br)cc3)C(=O)N=C2S1	-11
Cc1ccc(NC(=S)NC(=O)c2cccnc2)cc1Br	4
Oc1c(Cl)cc(Cl)cc1/C=N/Nc1ncc(Br)cn1	-15
CCCCC1CCC(C(=O)NNC(N)=O)CC1 (stereo unspecified)	-5
C=CCN1C(=O)/C(=C/c2ccc(I)o2)SC1=S	22
O=C(/C=C/c1ccc(-c2ccccc2[N+](=O)[O-])o1)c1cc2ccccc2o1	-1

Among those listed so far, these have a thiophene ring, fused or not:
SMILES	DUSP3 inh
CCOC(=O)c1c(NC(=O)C2CC=CCC2C(=O)O)sc2c1CCC(C)C2 (stereo unspecified)	-20
COC(=O)c1sccc1NC(=O)c1c(-c2c(Cl)cccc2Cl)noc1C	2
NC(=O)c1c(NC(=O)c2ccccc2Cl)sc2c1CCC2	6
CCOC(=O)c1c(NC(=S)NC(C)=O)sc2c1CCC2	1
CCCCc1sc(-c2c(C#N)c(N)nc3c2CCCCC3)cc1[N+](=O)[O-]	-39
Cc1ccc(CN2CCN(/N=C/c3ccc(Br)s3)CC2)cc1	-20
O=[N+]([O-])c1ccc(C=Nc2ccc(Br)c(Cl)c2)s1	10

Screens deposited in PubChem by Sanford-Burnham Center for Chemical Genomics.
